Assay outcomes (PubChem BioAssay)
Mito fusion act: blocks mitochondrial division or promotes mitochondrial fusion; S. cerevisiae fusion-defective mutant growth rescue, CellTiterGlo 48 h; Potency, µM (doses to about 46.1 µM), without a hit: at the top dose growth rescue (activation), most hits filed as activators; actives 0.23% (n = 320,000); AID 485298;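 also: potency is read from the fitted curve at half-maximal effect; % of control where 0% means no effect; nearly all actives have a fitted effect of over 45% in size; temperature-sensitive fusion mutants such as fzo1-1 at 37 °C on non-fermentable ethanol glycerol medium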
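Yeast fusion mutant, YPEG (non-fermentable carbon), compound, 48 h at 37C non-permissive; CellTiterGlo added, 10 min RT, luminescence read. Rescued growth = division inhibition.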
ELG1 DNA repair: inhibitors of ELG1-dependent DNA repair in HEK293T cells; HEK293T ELG1-luciferase reporter, luminescence, 16 h; DNA damage induced by 5-fluorouridine; Potency, µM (highest dose often 46.1 µM), without a hit: at the top dose activity change, negative = inhibition, actives largely listed as inhibitors; actives 2.3% (n = 330,000); AID 504467; also: potency is read from the fitted curve at half-maximal effect; % is scaled to controls: 0 for no effect and ±100 for the full control effect; nearly all actives have a fitted effect of over 55% in size
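Cells (2,000 per well) received 5-fluorouridine plus test compound or DMSO and were incubated 16 hr at 37 °C, 5% CO2. Luciferase activity was read by luminescence 30 min after ONE-Glo addition; signal suppression marked inhibition of damage-induced ELG1 function.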
Tb PFK inh: T. brucei PFK enzyme inhibition; O15648; T. brucei PFK, ADP-Glo luminescence; Potency, µM (titrated, usually from 57.5 µM), for inactives: top-dose activity, negative = inhibition, hits mostly inhibitors; actives 0.17% (n = 330,000);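 also: potency is read from the fitted curve at half-maximal effect; 0% = uninhibited 1x PFK enzyme wells and -100% = no-enzyme wells; nearly all actives have a fitted effect of over 60% in size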
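PFK 1.25 nM, F6P 0.5 mM, ATP 0.1 mM, 0.1 M TEA pH 8.0, 5 mM MgCl2, 0.01% Tween20, 0.1% BSA; 45 min RT. ADP-Glo readout. qHTS titration up to 57 uM; curves fitted, compounds curve-classed.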
Eya2 phos inh: blocks the phosphatase activity of human Eya2; O00167; recombinant Eya2, OMFP fluorescence dephosphorylation (OMFP is methylfluorescein phosphate); Potency, µM (series often up to 76.9 µM), inactives show at the top dose activity, negative = inhibition, actives largely listed as inhibitors; actives 0.006% (n = 330,000); AID 488837; also: potency is read from the fitted curve at half-maximal effect; % is scaled to controls: 0 for no effect and ±100 for the full control effect
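Eya2 protein (added as 0.2 uM solution) was preincubated with compound for 10 min at ambient temperature in 50 mM HEPES pH 7.5, 50 mM NaCl, 5 uM MgCl2, 0.05% BSA, 1 mM DTT. OMFP (added at 50 uM) then reacted 10 min; fluorescence read at 485/525 nm.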
TCR act: activators of T cell receptors | primary human leukocytes, anti-CD3, IL-2 HTRF, 48 h | Potency, µM (highest dose often 9.22 µM), for inactives: at the highest dose activation of IL-2 secretion, actives largely listed as activators | 330,000 tested, under 10 active; also: % of control where 0% means no effect
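48 hr co-incubation of compounds, a-CD3 beads and primary human leukocytes; IL-2 quantified homogeneously by HTRF with anti-IL-2 K and d2 conjugates.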
TSHR antagonist: blocks TSH signaling through the human TSH receptor; P16473; TSHR-expressing cells, TSH-stimulated cAMP HTRF, 2 h; active compounds read low; activity change, negative = inhibition, % at 11.5 µM; actives 0.2% (n = 330,000);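 active = activity change below a set negative limit, meaning inhibition stronger than a set level, cut at about -70% in these data; inconclusive = activity change between two set negative limits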; also: % is scaled to controls: 0 for no effect and ±100 for the full control effect
Target sequence (P16473 whole entry, looked up): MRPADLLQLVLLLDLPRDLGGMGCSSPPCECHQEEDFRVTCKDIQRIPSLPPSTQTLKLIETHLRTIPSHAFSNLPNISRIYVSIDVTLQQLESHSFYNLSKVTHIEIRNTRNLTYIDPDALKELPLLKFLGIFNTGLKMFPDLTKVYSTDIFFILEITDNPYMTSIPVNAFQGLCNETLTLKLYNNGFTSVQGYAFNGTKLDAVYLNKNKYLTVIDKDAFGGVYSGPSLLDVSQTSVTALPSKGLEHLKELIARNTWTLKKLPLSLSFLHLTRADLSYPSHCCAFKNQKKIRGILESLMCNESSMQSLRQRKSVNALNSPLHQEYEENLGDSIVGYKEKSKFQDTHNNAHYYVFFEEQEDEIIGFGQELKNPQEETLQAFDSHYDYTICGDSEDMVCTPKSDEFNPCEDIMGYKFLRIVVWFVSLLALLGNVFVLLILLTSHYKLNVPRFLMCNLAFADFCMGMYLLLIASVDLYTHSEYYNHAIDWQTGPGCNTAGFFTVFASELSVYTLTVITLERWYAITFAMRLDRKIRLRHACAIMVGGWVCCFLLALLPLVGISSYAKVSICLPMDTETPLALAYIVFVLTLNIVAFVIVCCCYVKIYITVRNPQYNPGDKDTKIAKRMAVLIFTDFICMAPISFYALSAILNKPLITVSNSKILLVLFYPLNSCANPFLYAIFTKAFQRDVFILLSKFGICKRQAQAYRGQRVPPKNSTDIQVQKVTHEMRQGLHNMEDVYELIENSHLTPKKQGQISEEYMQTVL
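Freshly harvested TSHR cells receive pin-tooled compound, then EC80 TSH at 4nM final. After 2 hours at 37 deg C, antibody in lysis buffer and cAMP-d2 are added; 30 minutes at ambient temperature precede the HTRF read.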
B2AR arrestin: beta2AR (human) beta-arrestin recruitment activity; P07550; beta-arrestin recruitment to beta2AR, cell-based reporter; Potency, µM (titrated, usually from 46.1 µM), without a hit: top-dose activation, most hits filed as activators; actives 0.02% (n = 330,000); AID 492947;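 also: potency is read from the fitted curve at half-maximal effect; 0% = DMSO controls and full agonism = EC100 isoproterenol or metaproterenol; nearly all actives have a fitted effect of over 65% in size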
uPA surface inh: cell surface uPA generation inhibition; cell surface uPA generation assay, qHTS; actives 0.31% (n = 330,000); Potency, µM (doses to about 38.3 µM), inactives show top-dose activity change, negative = inhibition, actives largely listed as inhibitors; active = well fitted inhibition curve with a large enough effect; inconclusive = small, poorly fitted or top-dose-only effect; inactive = no such curve, though single readings can be large or run the other way; tested in mouse RAW 264.7 cells; also: potency is read from the fitted curve at half-maximal effect; % is scaled to controls: 0 for no effect and ±100 for the full control effect; nearly all actives have a fitted effect of over 55% in size
BCR signal inh: inhibitors of chronic active B-cell receptor signaling; Potency, µM (titrated, usually from 46.1 µM), inactives show at the highest dose ratio change, negative = lower green/red ratio, usual class: inhibitors; actives 0.05% (n = 340,000); ABC-DLBCL IkBa-CBG/CBR reporter, luminescence ratio, 4 h; active = well fitted inhibition curve with a large enough effect in the signal ratio, with a control signal flat, not every such curve was filed as active; inconclusive = small, poorly fitted or top-dose-only effect, or effect the other way, or a change in a side signal; the % refers to the signal ratio;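 also: potency is read from the fitted curve at half-maximal effect; plate controls were basal doxycycline-induced cells for no effect and cells given 10 µM MG132 for full effect; MG132 reads +100%, hits lower the ratio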
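Concentration-response series (up to 46 uM) were applied to TMD8 dual-reporter cells for 4 h at 37C with doxycycline. Green/red ratio, after filter-overlap correction, defined %Activity; red signal alone was normalised to basal cells and zero luminescence.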
PTAP TSG101 blk: blocks PTAP/TSG101 interaction to inhibit HIV-1 budding; Potency, µM (highest dose often 115 µM), for the others: at the top dose activity change, negative = inhibition, most hits filed as inhibitors; AID 493005; 340,000 tested, under 10 active; Fluorescence polarization, FITC-PTAP peptide / Tsg101 binding; Q99816; active = well fitted inhibition curve with a large enough effect in the main read-out, with a control signal flat, not every such curve was filed as active; inconclusive = small, poorly fitted or top-dose-only effect, or effect the other way, or a change in a side signal; inactive = no such curve, though single readings can be large or run the other way; also: potency is read from the fitted curve at half-maximal effect; % of control where 0% means no effect
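Fluorescence polarization binding of Tsg101 binding domain (10 uM final) to FITC-labeled PTAP peptide (50 nM final) in HEPES pH 7.5 buffer with NaCl, Tween 20, EDTA, TCEP. Compounds added before peptide; binding 20 min at RT.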
USP2a block: USP2a (human) protease inhibition | O75604 | USP2 core, Ub-CHOP2 coupled fluorogenic reporter, 485/531 | Potency, µM (titrated, usually from 38.3 µM), for the others: top-dose activity change, negative = inhibition, most hits filed as inhibitors | actives 0.01% (n = 330,000) | AID 463254;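 also: potency is read from the fitted curve at half-maximal effect; plate controls were DMSO wells for no effect and full inhibition by NEM control for full effect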
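USP2 core (10nM final) preincubated 30min RT with compound in 20mM Tris-HCl pH 8.0, 2mM CaCl2, 2mM beta-mercaptoethanol, 0.05% CHAPS; 25nM Ub-CHOP2 plus 25nM reporter substrate added, fluorescence (Ex485/Em531) read after 60min.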
* marks the source's active call; other numbers are inactive results; ? = inconclusive; . = no result given; & = joins results of further samples; [ ] = dose if it differs, or a comment. Unless noted, calls follow the shape of the dose curve; as a rule, active = well fitted curve in the direction sought with a large enough effect; inconclusive = small, poorly fitted or top-dose-only effect, or another doubt; inactive = no such curve, though single readings can be large; an effect the other way counts as inactive or inconclusive.

SMILES	Mito fusion act	ELG1 DNA repair	Tb PFK inh	Eya2 phos inh	TCR act	TSHR antagonist	B2AR arrestin	uPA surface inh	BCR signal inh	PTAP TSG101 blk	USP2a block
NNC(=O)c1cccnc1Oc1ccccc1	1%	17%	-3%	13%	-6%	3	-0.7%	-2%	-20%	-8%	1%
Cc1ccc(C(=O)CSc2nnc(-c3ccco3)n2C)cc1	6%	3%	0%	4%	-16%	1	0.1%	1%	9%	-1%	3%
O=C(COC(=O)c1n[nH]c2ccccc12)NC(=O)NC1CCCCC1	-2%	11%	0%	-11%	5%	-15	0.2%	1%	-4%	-2%	-3%
CC(=O)c1c(C)[nH]c(C(=O)CN2CCN(S(=O)(=O)c3ccccc3F)CC2)c1C	.	12µM*	0%	8%	-27%	.	-0.2%	-5%	-1%	-2%	10%
CC(=O)c1ccc2c3c(cccc13)CC2	7%	13%	-3%	5%	0%	1	-0.2%	4%	?	-4%	-1%
Cc1ccc2c(c1)c(CC(=O)Nc1ccc(F)cc1)c(C(=O)O)n2C	-5%	8%	-4%	13%	-3%	-9	0.0%	-2%	?	-8%	-7%
CCOc1ccc(N2C(=O)c3cccnc3C2=O)cc1	-3%	4%	-1%	3%	6%	5	0.1%	.	0%	-2%	2%
CN(c1ccc(OCC(=O)NCCc2ccccc2)cc1)S(=O)(=O)c1ccc(Cl)cc1	10%	?	0%	-2%	-3%	-16	0.1%	0%	0%	-3%	-3%
COC(=O)c1cc(/C=C/c2ccccc2)on1	-7%	11%	0%	4%	2%	-4	-1.1%	-3%	1%	-5%	2%
Cc1cccc(C)c1NC(=O)C1c2cccc[n+]2CC(=O)N1Cc1ccc2c(c1)OCO2 (stereo unspecified)	-1%	-11%	-2%	-1%	-4%	4	0.3%	11%	-4%	-3%	1%
CN(C)c1ccc(C(=O)C(O)c2ccccc2)cc1 (stereo unspecified)	4%	7%	-2%	-14%	0%[46.1 µM]	2	-0.3%	0%	-6%	-4%	-1%
CC(=O)Nc1ccc(NS(=O)(=O)c2ccc(CN3C(=O)c4cccnc4C3=O)cc2)cc1	13%	17%	-3%	4%	-10%	13	0.0%	2%	0%	0%	3%
C=CCNC(=O)c1onc(CS(=O)(=O)c2cc(C)cc(C)c2)c1C(=O)NCC=C	2%	-14%	0%	-3%	3%	8	-0.7%	14%	3%	-3%	0%
O=C(Nc1ccc2c(c1)CCC2)c1ccccc1Br	-5%	?	-6%	-5%	5%	3	0.1%	.	-21%	0%	1%
COc1cc2c(cc1OC)/C(=C/C(=O)c1ccc(OC)c([N+](=O)[O-])c1)NCC2	13%	?	0%	0%	-7%	-6	0.3%	3%	?	0%	-1%
C=CCSc1nc2c(c(=O)[nH]c(=O)n2C)n1C(C)C	0%	13%	?	-36%	-3%	13	-0.2%	-11%	?	-10%	-1%
CCNC(=S)N1CCN(Cc2ccccc2)CC1	1%	-1%	0%	17%	1%	-8	-0.1%	20%	1%	-1%	3%
C[C@@H]1CN([C@H](C)CO)C(=O)Cc2cc(NC(=O)CCC(F)(F)F)ccc2O[C@@H]1CN(C)C(=O)NC1CCCCC1	.	13%	5%	-13%	-1%	7	0.0%	-8%	-4%	0%	2%
N#C/C(=C\c1c(N2CCC(C(N)=O)CC2)nc2ccccn2c1=O)C(=O)NCc1ccco1	-10%	?	?	-5%	-2%[46.1 µM]	0	0.0%	2%	20%	-4%	-1%
Cc1ccc(OCCCC(=O)Nc2nc3ccccc3[nH]2)cc1	-11%	-12%	0%	14%	-3%	1	0.1%	-8%	6%	0%	11%
COC(=O)C1=C(C)N(Cc2ccccc2)C(=NCCc2cccnc2)N[C@H]1c1ccccc1	-2%&-4%	-14%	0%&2%	-1%&-1%	3%	9&-3	0.1%&0.5%	?	?	0%	2%&2%
CN(C)CCN(C(=O)c1ccc(S(=O)(=O)N2CCCC2)cc1)c1nc2ccc(Br)cc2s1	-2%	?	0%	-2%	2%	5	-0.5%	2%	11%	-6%	1%
NC(=O)CSc1nc(C23CC4CC(CC(C4)C2)C3)nc2ccccc12	20%	27%	-7%	-8%	3%	13	0.3%	18%	0%	-4%	-4%
O=C(O)CCN1C(=O)CC2(CCCCC2)C1=O	0%	9%	0%	14%	-3%	1	-0.1%	3%	?	-3%	1%
Cc1cc(C)n2nc(C(=O)OCC(=O)N(Cc3ccccc3)C(C)C)nc2n1	4%	11%	0%	-17%	0%	2	-0.2%	3%	-1%	-4%	3%
O=C(O)/C(=C\c1cccc(F)c1)c1ccc(S(=O)(=O)N2CCCC2)s1	-2%	16%	-1%	-1%	2%	-6	0.1%	1%	9%	-13%	-4%
CC[C@@H](C)[C@@H]1CN([C@@H](C)CN2CCC[C@H]2CN2C(N)=NC[C@@H]2Cc2ccccc2)C(=N)N1CCc1ccc(Cl)c(Cl)c1	.	14%	-1%	-1%	5%	-2	0.3%	-4%	-1%	-4%	1%
O=C(N/C(=C\c1cccnc1)C(=O)N1CCOCC1)c1ccco1	16%	11%	1%	-14%	3%	16	-0.2%	-1%	-4%	0%	2%
COc1ccc(N(C(=O)c2ccc(Br)o2)C2C=CS(=O)(=O)C2)c(OC)c1 (stereo unspecified)	-3%	?	-4%	-4%	3%	-11	-0.1%	7%	-1%	-2%	1%
Cc1nn(-c2ccccc2)c(Cl)c1/C=C1\SC(=S)NC1=O	12%	?	1%	-3%	1%	-79*	0.1%	-11%	?	-7%	1%

Three compounds already listed, arranged by their value in uPA surface inh, lowest first.
Molecule | uPA surface inh
Cc1nn(-c2ccccc2)c(Cl)c1/C=C1\SC(=S)NC1=O | -11%
O=C(N/C(=C\c1cccnc1)C(=O)N1CCOCC1)c1ccco1 | -1%
Cc1ccc(C(=O)CSc2nnc(-c3ccco3)n2C)cc1 | 1%

Look-ups from the entries so far.
NC(=O)CSc1nc(C23CC4CC(CC(C4)C2)C3)nc2ccccc12 @ uPA surface inh = 18%
O=C(N/C(=C\c1cccnc1)C(=O)N1CCOCC1)c1ccco1 @ Mito fusion act = 16%
O=C(O)/C(=C\c1cccc(F)c1)c1ccc(S(=O)(=O)N2CCCC2)s1 @ B2AR arrestin = 0.1%
COC(=O)C1=C(C)N(Cc2ccccc2)C(=NCCc2cccnc2)N[C@H]1c1ccccc1 @ Mito fusion act = -2%&-4%

(list continues)
SMILES	Mito fusion act	ELG1 DNA repair	Tb PFK inh	Eya2 phos inh	TCR act	TSHR antagonist	B2AR arrestin	uPA surface inh	BCR signal inh	PTAP TSG101 blk	USP2a block
CC(C)COP(=O)(OCC(C)C)C(O)c1ccc2c(c1)OCO2 (stereo unspecified)	-3%	0%	-3%	3%	-4%	-5	-1.1%	11%	14%	-2%	2%
N#Cc1cnn(-c2ccccc2)c1NC(=O)c1ccccc1F	4%	1%	0%	-9%	8%	16	-0.1%	21%	0%	-6%	0%
O=C(CSc1nnc(-c2ccccc2)c(-c2ccccc2)n1)NCC1CCCO1 (stereo unspecified)	.	-10%	0%	6%	-12%	-12	-0.2%	4%	-2%	-5%	2%
CC(C)CCNC(=O)c1ccc2c(c1)N(Cc1ccccc1)C(=O)CS2=O (stereo unspecified)	1%	21%	-5%	5%	4%	-1	0.2%	13%	1%	-2%	-2%
O=C(Oc1ccc2ccc(O)cc2c1)c1ccccc1Cl	-1%	?	-7%	-2%	-11%	19	0.2%	-3%	-5%	2%	4%
CCC1CCCCN1C(=O)Nc1cccc(NC(=O)N2CCCCC2CC)c1 (stereo unspecified)	-3%	3%	-5%	6%	-2%	7	0.2%	-3%	?	0%	-5%
